# Bioassay records (PubChem BioAssay)
# GALK inh = qHTS Assay for Inhibitors of Human Galactokinase (GALK). P51570. Purified GALK, Kinase-Glo residual ATP luminescence. Potency, µM (top dose mostly 57.5 µM), without a hit: at the highest dose activity change, negative = inhibition, most hits filed as inhibitors. actives 0.007% (n = 270,000). AID 1868, 2009; note: potency is the fitted concentration of half-maximal effect; % is set by controls: 0 for no effect and ±100 for the full control effect
#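 Galactose (100 uM) and ATP (35 uM) were turned over by 5 nM GALK for 1 h at RT. Kinase-Glo Plus then converted the remaining ATP into a luminescent signal.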
# USP2a block = qHTS Assay for Inhibitors of Ubiquitin-specific Protease USP2a Using CHOP2 as the Reporter. Ubiquitin carboxyl-terminal hydrolase 2 (Homo sapiens), O75604. actives 0.01% (n = 330,000). Potency, µM (highest dose often 38.3 µM), inactives show at the top dose activity change, negative = inhibition, usual class: inhibitors. USP2 core, Ub-CHOP2 coupled fluorogenic reporter, 485/531;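 note: potency is the fitted concentration of half-maximal effect; plate controls were DMSO wells for no effect and full inhibition by NEM control for full effect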
#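 Cell-free coupled assay: 10nM USP2 core preincubated 30min RT with compound in Tris-HCl pH 8.0/CaCl2/CHAPS buffer, then 25nM Ub-CHOP2 and 25nM reporter substrate; fluorescence (Ex 485/Em 531) read after 60min RT, normalized to NEM inhibition, concentration-response curves fitted.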
# Chronic BCR inh = qHTS Assay to Find Inhibitors of Chronic Active B-Cell Receptor Signaling | ABC-DLBCL IkBa-CBG/CBR reporter, luminescence ratio, 4 h | actives 0.05% (n = 340,000) | AID 493014, 2011 | Potency, µM (titrated, usually from 46.1 µM), for inactives: top-dose ratio change, negative = lower green/red ratio, actives largely listed as inhibitors; active = well fitted inhibition curve with a large enough effect in the signal ratio, with a control signal flat, not every such curve was filed as active; inconclusive = small, poorly fitted or top-dose-only effect, or effect the other way, or a change in a side signal; the % refers to the signal ratio;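 note: potency is the fitted concentration of half-maximal effect; plate controls were basal doxycycline-induced cells for no effect and cells given 10 µM MG132 for full effect; MG132 reads +100%, hits lower the ratio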
#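 Concentration-response series (up to 46 uM) were applied to TMD8 dual-reporter cells for 4 h at 37C with doxycycline. Green/red ratio, after filter-overlap correction, defined %Activity; red signal alone was normalised to basal cells and zero luminescence.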
# TSHR antagonist = Antagonists of the Thyroid Stimulating Hormone Receptor: HTS campaign | Thyrotropin receptor (Homo sapiens), P16473 | TSHR-expressing cells, TSH-stimulated cAMP HTRF, 2 h; hits give low values | activity change, negative = inhibition, % at 11.5 µM | actives 0.2% (n = 330,000) | AID 504810, 2011;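 active = activity change below a set negative limit, meaning inhibition stronger than a set level, cut at about -70% in these data; inconclusive = activity change between two set negative limits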; note: % is set by controls: 0 for no effect and ±100 for the full control effect
#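 Antagonism was scored as loss of TSH-driven cAMP in TSHR cells, stimulated with 4nM TSH (EC80) for 2 hours at 37 deg C and detected by homogeneous HTRF competition immunoassay.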
# hERG WT inh = qHTS for Inhibitors of KCHN2 3.1: Wildtype qHTS | Voltage-gated inwardly rectifying potassium channel KCNH2 (Homo sapiens), Q12809 | U2OS, BacMam KCNH2, thallium flux FluxOr; hits give low values | activity change, % at 1.84 µM | actives 0.37% (n = 340,000);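 active = maximum activity change below -70%; inconclusive = maximum activity change between -70% and -50%; inactive = maximum activity change above -50%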; note: % is set by controls: 0 for no effect and ±100 for the full control effect
#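 U2OS cells were transduced with wild-type KCNH2 virus (2.03 x 10^8 / mL) for 4 h at room temperature, then cultured overnight at 37 C. Thallium flux was read with FluxOr dye. Rate constants were normalized to DMSO controls.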
# Mito fusion yeast = qHTS Assay for Small Molecule Inhibitors of Mitochondrial Division or Activators of Mitochondrial Fusion. S. cerevisiae fusion-defective mutant growth rescue, CellTiterGlo 48 h. Potency, µM (doses to about 46.1 µM), inactives show at the top dose growth rescue (activation), most hits filed as activators. actives 0.23% (n = 320,000). AID 485298, 2010;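 note: potency is the fitted concentration of half-maximal effect; % of control where 0% means no effect; nearly all actives have a fitted effect of over 45% in size; temperature-sensitive fusion mutants such as fzo1-1 at 37 °C on non-fermentable ethanol glycerol medium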
#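 Read-out: ATP-based luminescence (CellTiterGlo, 10 min ambient) reporting growth of fusion-defective ts yeast after 48 hours at 37C on glycerol/ethanol YPEG medium in the presence of compound.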
# ASM inhibitor = Inhibitors of Secretory Acid Sphingomyelinase (S-ASM): qHTS; actives 0.006% (n = 340,000); Potency, µM (titrated, usually from 57.5 µM), for the others: at the top dose activity change, negative = inhibition, actives largely listed as inhibitors; Sphingomyelin phosphodiesterase (Homo sapiens), P17405; placental ASM, HMU-PC fluorogenic substrate, 60 min; note: potency is the fitted concentration of half-maximal effect
#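 Fluorogenic HMU-PC substrate (9 uM final) is turned over by placental ASM in 60 min at 37 C after a 10 min compound preincubation. Reaction ended by alkaline stop (pH 10), with fluorescence read at 386/447 nm.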
# Menin MLL FP TR = qHTS Assay for Inhibitors Targeting the Menin-MLL Interaction in MLL Related Leukemias: Competition With Texas Red Labeled MLL-derived Mutant Peptide; O00255; Menin + Texas Red MLL mutant peptide, fluorescence polarization; Potency, µM (series often up to 61.6 µM), inactives show at the top dose FP activity change, negative = inhibition, actives largely listed as inhibitors; actives 0.23% (n = 270,000); AID 1768, 2009; active = well fitted inhibition curve with a large enough effect in the polarisation, with a control signal flat, not every such curve was filed as active; inconclusive = small, poorly fitted or top-dose-only effect, or effect the other way, or a change in a side signal; inactive = no such curve, though single readings can be large or run the other way; the % refers to the polarisation; note: potency is the fitted concentration of half-maximal effect; % of control where 0% means no effect; many of its hits are not listed in these tables
# Target sequence (O00255 whole entry, looked up): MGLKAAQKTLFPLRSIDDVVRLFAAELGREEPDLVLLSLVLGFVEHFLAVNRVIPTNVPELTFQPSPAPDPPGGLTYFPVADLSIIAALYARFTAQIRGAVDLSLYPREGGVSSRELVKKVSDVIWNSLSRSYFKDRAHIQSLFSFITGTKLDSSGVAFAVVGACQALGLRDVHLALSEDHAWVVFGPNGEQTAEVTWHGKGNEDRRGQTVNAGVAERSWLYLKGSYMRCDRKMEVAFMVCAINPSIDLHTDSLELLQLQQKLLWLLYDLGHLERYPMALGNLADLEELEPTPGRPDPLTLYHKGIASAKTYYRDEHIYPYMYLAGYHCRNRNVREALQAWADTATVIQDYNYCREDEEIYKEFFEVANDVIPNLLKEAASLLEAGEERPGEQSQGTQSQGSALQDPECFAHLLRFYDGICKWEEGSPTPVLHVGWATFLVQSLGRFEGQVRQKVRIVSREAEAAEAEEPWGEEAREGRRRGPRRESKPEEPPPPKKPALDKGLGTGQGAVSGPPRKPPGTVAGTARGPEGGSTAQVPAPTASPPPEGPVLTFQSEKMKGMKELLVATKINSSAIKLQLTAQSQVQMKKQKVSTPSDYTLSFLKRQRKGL
# Eya2 inh = qHTS Assay for Inhibitors of the Phosphatase Activity of Eya2; AID 488837, 2010; actives 0.006% (n = 330,000); recombinant Eya2, OMFP fluorescence dephosphorylation (OMFP is methylfluorescein phosphate); Protein phosphatase EYA2 (Homo sapiens), O00167; Potency, µM (titrated, usually from 76.9 µM), without a hit: at the highest dose activity, negative = inhibition, hits mostly inhibitors; note: potency is the fitted concentration of half-maximal effect; % is set by controls: 0 for no effect and ±100 for the full control effect
#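 Eya2 protein (added as 0.2 uM solution) was preincubated with compound for 10 min at ambient temperature in 50 mM HEPES pH 7.5, 50 mM NaCl, 5 uM MgCl2, 0.05% BSA, 1 mM DTT. OMFP (added at 50 uM) then reacted 10 min; fluorescence read at 485/525 nm.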
# MBNL1-CUG inh = qHTS Assay for Inhibitors of MBNL1-poly(CUG) RNA binding. TR-FRET MBNL1-His/biotin-(CUG)12 binding, 665/545 ratio. Potency, µM (series often up to 57.5 µM), inactives show at the highest dose activity change, negative = inhibition, usual class: inhibitors. actives 0.036% (n = 280,000). AID 2675, 2010; active = well fitted inhibition curve with a large enough effect in the signal ratio, with a control signal flat, not every such curve was filed as active; inconclusive = small, poorly fitted or top-dose-only effect, or effect the other way, or a change in a side signal; inactive = no such curve, though single readings can be large or run the other way; the % refers to the signal ratio; note: potency is the fitted concentration of half-maximal effect; % is set by controls: 0 for no effect and ±100 for the full control effect
# Target sequence (Q9NR56 whole entry, looked up): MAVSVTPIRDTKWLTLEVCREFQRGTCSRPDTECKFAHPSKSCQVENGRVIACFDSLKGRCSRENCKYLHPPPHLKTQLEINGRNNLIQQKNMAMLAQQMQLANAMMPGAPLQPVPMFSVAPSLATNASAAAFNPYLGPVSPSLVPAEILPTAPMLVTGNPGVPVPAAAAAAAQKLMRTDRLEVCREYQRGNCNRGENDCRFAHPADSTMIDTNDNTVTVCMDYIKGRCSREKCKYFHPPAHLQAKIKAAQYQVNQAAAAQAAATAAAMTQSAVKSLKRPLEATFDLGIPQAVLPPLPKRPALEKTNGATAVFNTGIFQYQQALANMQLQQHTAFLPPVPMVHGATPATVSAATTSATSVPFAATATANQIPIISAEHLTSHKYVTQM
#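 Ratiometric TR-FRET (665 over 545 nm, excitation 340 nm) tracks disruption of MBNL1-His/biotin-(CUG)12 complex after 60 min at room temperature, with compounds at 92 nM to 58 uM final.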
# PKM2 act = qHTS Assay for Activators of Human Muscle isoform 2 Pyruvate Kinase. actives 0.34% (n = 260,000). AID 1631, 2009. purified PKM2, Kinase-Glo ATP luminescence, activation; response scale: 0% is enzyme alone, no compound. Potency, µM (highest dose often 57.5 µM), for the others: top-dose activation, most hits filed as activators. Pyruvate kinase PKM (Homo sapiens), P14618; note: potency is the fitted concentration of half-maximal effect; % is set by controls: 0 for no effect and ±100 for the full control effect; nearly all actives have a fitted effect of over 55% in size
#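 Purified hPK-M2 (>95%) run at intermediate activity with 0.1 mM ADP and 0.5 mM PEP in 50 mM imidazole pH 7.2, KCl, MgCl2; 1 h room temperature. ATP formed read by Kinase-Glo luminescence; normalized to uninhibited and no-enzyme controls.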
# * marks the source's active call; other numbers are inactive results; ? = inconclusive; . = not tested or not shown; [ ] = remark or other dose. Unless noted, calls come from the whole dose curve; as a rule, active = well fitted curve in the direction sought with a large enough effect; inconclusive = small, poorly fitted or top-dose-only effect, or another doubt; inactive = no such curve, though single readings can be large; an effect the other way counts as inactive or inconclusive.
SMILES,GALK inh,USP2a block,Chronic BCR inh,TSHR antagonist,hERG WT inh,Mito fusion yeast,ASM inhibitor,Menin MLL FP TR,Eya2 inh,MBNL1-CUG inh,PKM2 act
CCOC(=O)c1ccc(Oc2c(C)oc3cc(OS(C)(=O)=O)ccc3c2=O)cc1,.,2%,5%,-10,-1,4%,-4%,1%,3%,-12%,-7%
COc1cc(OC)c(NC(=O)c2ccc(Br)o2)cc1Cl,6%,-1%,6%,-4,-3,2%,-8%,?,4%,16%,0%
CCN1CC(CN(C)Cc2nc(-c3ccco3)oc2C)CC1=O (stereo not drawn),-1%,2%,?,13,-5,-11%,0%,-5%,-8%,4%,-2%
Cc1nc(NC(=S)NC(=O)c2cccs2)ccc1Br,.,0%,0%,-11,-8,?,0%,-14%,-7%,-21%[11.5 µM],6%
O=C1c2ccccc2C(=O)N1CCCCON1C(=O)c2ccccc2C1=O,1%,0%,0%,3,-3,5%,3%,-2%,2%,5%,6%
CCOC(=O)N1CCc2c(sc3nc4n(c(=O)c23)N=C(c2ccc(OC)cc2)CS4)C1,0%,0%,-23%,-1,-1,-2%,4%,.,-2%,26%,0%
CCCN1CCC(=O)N([C@H](CN=[N+]=[N-])Cc2ccccc2)CC1,.,3%,-2%,2,11,0%,8%,0%,2%,-4%,-2%
CCCCOC(=O)Nc1ccc(S(=O)(=O)Nn2cnnc2)cc1,0%,0%,0%,6,5,-4%,0%,-15%,13%,1%,-6%
CCc1cc2cccc(C)c2nc1SCC(=O)N1CCN(C(=O)c2ccco2)CC1,3%,?,-8%,-14,14,22%,-12%,-8%,0%,-1%,9%
O=C(NNC(=O)c1ccc(Cl)c(Cl)c1)c1cccnc1,-8%,2%,?,0,-9,0%,0%,.,6%,3%,-1%
Cn1nccc1/C=C(/C#N)S(=O)(=O)c1ccccc1,-2%,1%,?,-8,-4,0%,3%,1%,?,3%,3%
CCCCCC(=O)O/N=C(\C)c1ccn(S(=O)(=O)c2ccccc2)c1,-4%,-1%,2%,-13,-5,-7%,-3%,?,-15%,-13%,.
Cn1c(SCC(=O)Nc2sccc2C#N)nnc1C1CC1,.,10%,0%,.,1,.,5%,.,9%,.,.
COc1ccc(Nc2cc(Sc3ccc(OC)cc3)ncn2)cc1,3%,1%,?,-6,0,7%,-2%,5%,?,-10%,.
Cn1nnnc1SCC(=O)N1CCN(S(=O)(=O)c2ccccc2)CC1,9%,0%,-4%,-2,1,-3%,0%,0%,4%,-5%,6%
Cc1ccccc1CS(=O)(=O)Cc1ccc(C(=O)NC2CCCCC2)o1,8%,1%,4%,6,-2,-19%,5%,7%,-21%,-2%,.
CCOC(=O)C(CSCc1ccccc1)NC(=O)OC(C)(C)C (stereo not drawn),0%,4%,?,0,1,2%,-6%,?,5%,0%,0%
O=S(=O)(N1CCCCC1)n1nnc2ccccc21,3%,0%,4%,-14,-7,9%,-2%,?,1%,0%,2%
Clc1ccc(CN2C3=NCCN3c3ccccc32)cc1,0%,2%,0%,-11,51,-10%,-3%,-4%,3%,-9%,-5%

# An excerpt from above in order of molecular weight, largest number first:
SMILES,GALK inh,USP2a block,Chronic BCR inh,TSHR antagonist,hERG WT inh,Mito fusion yeast,ASM inhibitor,Menin MLL FP TR,Eya2 inh,MBNL1-CUG inh,PKM2 act
CCOC(=O)N1CCc2c(sc3nc4n(c(=O)c23)N=C(c2ccc(OC)cc2)CS4)C1,0%,0%,-23%,-1,-1,-2%,4%,.,-2%,26%,0%
CCc1cc2cccc(C)c2nc1SCC(=O)N1CCN(C(=O)c2ccco2)CC1,3%,?,-8%,-14,14,22%,-12%,-8%,0%,-1%,9%
Cn1nnnc1SCC(=O)N1CCN(S(=O)(=O)c2ccccc2)CC1,9%,0%,-4%,-2,1,-3%,0%,0%,4%,-5%,6%
O=C1c2ccccc2C(=O)N1CCCCON1C(=O)c2ccccc2C1=O,1%,0%,0%,3,-3,5%,3%,-2%,2%,5%,6%
CCCCCC(=O)O/N=C(\C)c1ccn(S(=O)(=O)c2ccccc2)c1,-4%,-1%,2%,-13,-5,-7%,-3%,?,-15%,-13%,.
Cc1nc(NC(=S)NC(=O)c2cccs2)ccc1Br,.,0%,0%,-11,-8,?,0%,-14%,-7%,-21%[11.5 µM],6%
CCOC(=O)C(CSCc1ccccc1)NC(=O)OC(C)(C)C (stereo not drawn),0%,4%,?,0,1,2%,-6%,?,5%,0%,0%
Cn1c(SCC(=O)Nc2sccc2C#N)nnc1C1CC1,.,10%,0%,.,1,.,5%,.,9%,.,.
CCCN1CCC(=O)N([C@H](CN=[N+]=[N-])Cc2ccccc2)CC1,.,3%,-2%,2,11,0%,8%,0%,2%,-4%,-2%
O=C(NNC(=O)c1ccc(Cl)c(Cl)c1)c1cccnc1,-8%,2%,?,0,-9,0%,0%,.,6%,3%,-1%
Clc1ccc(CN2C3=NCCN3c3ccccc32)cc1,0%,2%,0%,-11,51,-10%,-3%,-4%,3%,-9%,-5%
Cn1nccc1/C=C(/C#N)S(=O)(=O)c1ccccc1,-2%,1%,?,-8,-4,0%,3%,1%,?,3%,3%
O=S(=O)(N1CCCCC1)n1nnc2ccccc21,3%,0%,4%,-14,-7,9%,-2%,?,1%,0%,2%

# The list is partial. The share of hits here may be higher or lower than overall.
